# Screening data from PubChem.
# POLK inh = DNA polymerase kappa (human) inhibition | purified Pol kappa, fluorescent DNA synthesis assay, 10 min | Potency, µM (series often up to 107 µM), for the others: at the highest dose activity, negative = inhibition, most hits filed as inhibitors | hit rate 0.53% among 400,000 | AID 588579; further: potency means the concentration at half of the fitted maximal effect; on the % scale 0 is the no-effect control and ±100 the full control effect
#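 First, compounds were pin-transferred onto 10 nM Pol kappa. After 15 min at room temperature, substrate was added to 50 nM final. Fluorescence was then measured kinetically at 0 and 10 min.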
# Anesthetic bind = binds horse apoferritin like a general anesthetic. Potency, µM (top dose mostly 77.5 µM), inactives show at the highest dose activity change, negative = displacement, usual class: inhibitors. P02791. apoferritin/1-aminoanthracene competitive binding, fluorescence. hit rate 0.074% among 350,000; further: potency means the concentration at half of the fitted maximal effect; on the % scale 0 is the no-effect control and ±100 the full control effect; nearly all actives have a fitted effect of over 20% in size
# Target sequence (P02791 2-175 limits assumed): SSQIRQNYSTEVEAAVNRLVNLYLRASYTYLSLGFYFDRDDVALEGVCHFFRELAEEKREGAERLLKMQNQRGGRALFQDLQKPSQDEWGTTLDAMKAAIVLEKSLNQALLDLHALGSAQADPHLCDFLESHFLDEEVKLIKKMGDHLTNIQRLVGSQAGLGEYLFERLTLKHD
#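 Concentration-response curves derived by four-parameter Hill fitting of normalized fluorescence, where compounds displaced 1-AMA from 10 uM horse apoferritin following a brief 10 min room-temperature incubation; propofol titration acted as positive control.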
# BLM helicase inh = blocks DNA unwinding by human BLM helicase; recombinant BLM DNA unwinding, fluorescence dequenching; Potency, µM (top dose mostly 56.1 µM), without a hit: at the highest dose activity change, negative = inhibition, hits mostly inhibitors; hit rate 0.2% among 350,000; AID 2528;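 further: potency means the concentration at half of the fitted maximal effect; plate controls were vehicle for no effect and no enzyme for full effect; nearly all actives have a fitted effect of over 35% in size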
# 12-LOX inh = blocks human arachidonate 12S-lipoxygenase; P18054; purified 12hLO, xylenol orange hydroperoxide absorbance; Potency, µM (highest dose often 108 µM), for the others: top-dose activity change, negative = inhibition, usual class: inhibitors; hit rate 1.1% among 580,000; further: potency means the concentration at half of the fitted maximal effect; on the % scale 0 is the no-effect control and ±100 the full control effect
#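 Purified human 12hLO at 150 nM in 25 mM Hepes, 0.01% Triton X-100, pH 7.0, preincubated 15 min at room temperature with compound. Reaction started with 40 uM arachidonic acid, 30 min at room temperature. Hydroperoxide measured by Fe-xylenol orange, 573/405 nm absorbance ratio.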
# TRHR ag = activates the human TRH receptor; TRHR cells, calcium flux fluo-8, FDSS agonist mode; AID 493084; activation, % at 2 µM; hit rate 0.18% among 360,000; in the data active means activation above about 30%; further: 0% is about no effect
#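 TRHR-expressing cells loaded with fluo-8 calcium dye; 23 nL library compound pin-transferred, kinetic FDSS fluorescence (Ex 480/Em 530) recorded about 180 s for agonist-induced calcium release, before a 10 nM TRH EC20 addition for potentiator mode.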
# ERG Ets-DNA blk = ERG Ets/DNA interaction inhibition | hit rate 0.028% among 370,000 | fluorescence polarization, His-ERG Ets domain / labelled DNA | Potency, µM (highest dose often 76.9 µM), inactives show at the top dose FP activity, negative = inhibition, hits mostly inhibitors | AID 624246; active means well fitted inhibition curve with a large enough effect in the polarisation, with a control signal flat; inconclusive means small, poorly fitted or top-dose-only effect, or effect the other way, or a change in a side signal; inactive means no such curve, though single readings can be large or run the other way; the % refers to the polarisation;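 further: polarization taken with two DNA probes labelled with fluorescein and Texas red; potency means the concentration at half of the fitted maximal effect; % of control where 0% means no effect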
# Target sequence (P11308 whole entry, looked up, the tested form may be a part): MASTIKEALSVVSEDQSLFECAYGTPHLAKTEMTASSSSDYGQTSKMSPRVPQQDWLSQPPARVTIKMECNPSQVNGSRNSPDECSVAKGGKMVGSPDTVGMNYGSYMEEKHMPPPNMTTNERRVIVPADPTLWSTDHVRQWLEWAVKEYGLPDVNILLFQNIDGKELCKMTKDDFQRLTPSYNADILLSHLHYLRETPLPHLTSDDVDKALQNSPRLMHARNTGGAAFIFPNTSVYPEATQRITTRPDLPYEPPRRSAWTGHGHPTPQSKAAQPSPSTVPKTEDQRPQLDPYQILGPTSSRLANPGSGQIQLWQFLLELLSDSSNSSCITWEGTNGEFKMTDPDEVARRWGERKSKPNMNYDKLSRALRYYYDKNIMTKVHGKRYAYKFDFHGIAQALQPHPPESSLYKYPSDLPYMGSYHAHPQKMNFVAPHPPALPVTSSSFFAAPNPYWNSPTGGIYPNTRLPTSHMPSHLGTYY
#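 His-tagged ERG Ets domain (1 uM in the protein solution; 300mM KCl, 50mM Tris-HCl, 1mM EDTA, 1mM DTT, pH 7.5) received compound, then a probe mix of 5 nM fluorescein-DNA and 100nM Texas-615-DNA. Fluorescence polarization was read for both dyes.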
# POLI inh = inhibitors of human DNA polymerase iota; Q9UNA4; Pol iota fluorescent replication assay, 10 min; Potency, µM (series often up to 115 µM), for the others: at the highest dose activity, negative = inhibition, usual class: inhibitors; hit rate 1% among 390,000; AID 588590; further: potency means the concentration at half of the fitted maximal effect
#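 Fluorescent replication assay read twice, at 0 min and 10 min after adding 50 nM (final) substrate. Enzyme (10 nM) and compounds were first incubated 15 min at room temperature; enzyme-free buffer wells were negative controls.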
# APEX1 inh = inhibitors of human APE1 endonuclease; P27695; recombinant APE1, TAMRA/BHQ-2 abasic DNA cleavage fluorescence; Potency, µM (titrated, usually from 65.8 µM), inactives show top-dose activity change, negative = inhibition, usual class: inhibitors; hit rate 0.35% among 350,000;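 further: potency means the concentration at half of the fitted maximal effect; plate controls were vehicle for no effect and reference inhibitor for full effect; nearly all actives have a fitted effect of over 55% in size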
# Target sequence (P27695 whole entry, looked up): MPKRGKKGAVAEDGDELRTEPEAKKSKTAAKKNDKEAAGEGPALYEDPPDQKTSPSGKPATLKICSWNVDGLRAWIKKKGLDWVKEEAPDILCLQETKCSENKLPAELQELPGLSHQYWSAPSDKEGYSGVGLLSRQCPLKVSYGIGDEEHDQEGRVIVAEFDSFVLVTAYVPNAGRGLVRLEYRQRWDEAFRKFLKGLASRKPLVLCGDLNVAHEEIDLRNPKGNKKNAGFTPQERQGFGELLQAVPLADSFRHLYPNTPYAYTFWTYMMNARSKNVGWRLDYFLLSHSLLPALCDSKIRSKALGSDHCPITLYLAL
#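 0.75 nM APE1 + cpd, 15 min RT; start w/ 50 nM TAMRA/BHQ-2 THF-abasic dsDNA; kinetic fluor 525/598 nm ×3 reads @60 s; Δ(read3−read1); normalized to DMSO and NSC13755 control wells.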
# Pol beta inh = blocks human DNA polymerase beta activity; Potency, µM (top dose mostly 114 µM), without a hit: at the highest dose activity change, negative = inhibition, actives largely listed as inhibitors; hit rate 1.3% among 340,000; P06746; Pol beta primer extension/strand displacement, fluorescence kinetic; AID 485314; further: potency means the concentration at half of the fitted maximal effect; on the % scale 0 is the no-effect control and ±100 the full control effect
#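 Reaction started by 50 nM substrate onto compound-treated Pol beta (10 nM, 15 min preincubation, room temperature); plates read at 0 min and 10 min. Normalized concentration-effect data fitted by four-parameter Hill equation.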
# An asterisk follows results filed as active; ? = inconclusive; . = not tested or not shown; & = joins results of further samples; [ ] = another dose, or the depositor's remark. Unless noted, the call rests on the fitted dose curve; in most records, active means well fitted curve in the direction sought with a large enough effect; inconclusive means small, poorly fitted or top-dose-only effect, or another doubt; inactive means no such curve, though single readings can be large; an effect the other way counts as inactive or inconclusive. These rows are one share of the data; the hit share may differ from the screen's.
SMILES,POLK inh,Anesthetic bind,BLM helicase inh,12-LOX inh,TRHR ag,ERG Ets-DNA blk,POLI inh,APEX1 inh,Pol beta inh
CCOc1ccc(N2CC(C(=O)NCCc3ccc(OC)c(OC)c3)CC2=O)cc1 (configuration not stated),-1%,-5%,6%,136%[activator],0.1,-1%,1%,5%,-1%
COc1cccc(CNC(=O)CSc2nc3ccccc3nc2Cc2ccccc2)c1,-5%[60.1 µM],-11%,-2%,-19%,0.7,5%,-13%,.,0%
O=C(COC(=O)[C@@H]1CCCN1S(=O)(=O)c1ccccc1F)NCc1ccc2c(c1)OCO2,-8%,.,.,?,0.3,2%,-6%,-12%,.
CCOc1ccc(CCNC(=O)C2CC(=O)N(c3ccc4c(c3)OCCO4)C2)cc1OCC (configuration not stated),-6%,.,.,-19%,-0.2,20%,16%,25%,.
COc1cccc(C(=O)NC(=O)Nc2nc(C)cc(C(F)(F)F)n2)c1,2%,-19%,0%,-26%,1.0,0%,25%,18%,17%
COc1ccc(CNCCNC(=O)c2cccs2)c(OC)c1OC,-6%,-4%,0%,?,-1.0,-1%,102%[activator],1%,-21%
O=C(Nc1cccc(-n2cnnn2)c1)c1cccs1,-17%,-3%,1%,-3%,-0.2,-2%,?,81%,0%
O=C(CCc1ccccc1)Nc1nc2n(n1)C(c1ccc(Cl)cc1)CC(=O)N2 (configuration not stated),0%,?,-4%,4%,-0.3,-3%,-3%,2%,?
CN(c1ccccc1)S(=O)(=O)c1cc(Cl)ccc1Cl,-1%,?,-10%,?,-0.4,-4%,21%,-2%,2%
CCOC(=O)c1c(-c2ccccc2)csc1NC(=O)CSc1nc(N)cc(N)n1,-19%,-23%,-12%,?,-0.1,-2%,35%[activator],2%,-12%
CCN1C(=O)[C@@H]2[C@@H](c3ccc(-c4cccc(Cl)c4)cc3)N3CCC[C@@]3(C(=O)OC)[C@@H]2C1=O,1%,.,.,?,0.3,12%,13%,45%[activator],.
Cc1nc(-c2ccccc2)nc2sc(C(=O)c3ccc(F)cc3)c(N)c12,-15%,-13%,-2%,-18%,13,-10%,-3%,5%,-9%
CCN(CC)CCNC(=S)Nc1ccc(F)cc1,-17%,-4%,-2%,-6%,0.6,6%,7%,-4%,-2%
Cc1ccc(C)c(N2CCN(C(=O)CCc3nc(-c4ccc(F)cc4)no3)CC2)c1,-14%,.,.,-23%,.,-15%,2%,-10%,.
COc1ccc(-c2onc(C)c2C)cc1S(=O)(=O)N1CCN(c2ccc(Cl)cc2)CC1,-14%,-12%,-4%,-6%,0.2,-10%,-14%,.,3%
CCOC(=O)Cc1csc(NC(=O)C(C)Oc2ccc3c(C)cc(=O)oc3c2)n1 (configuration not stated),-16%,-18%,-9%,30%[activator],-0.8,-11%,7%,1%,1%
CCN(CC)S(=O)(=O)c1ccc(NC(=O)Cc2cccs2)cc1,-27%,?,-15%,?,0.0,-2%,?,-5%,28µM*
O=C(COC(=O)c1ccc(Cl)nc1)Nc1cccnc1Cl,-22%,.,.,4%,0.0,-4%,11%,-24%,.
CNc1snc(C)c1C(=O)OCC(=O)c1ccc(OC)c(F)c1,2%,.,.,-15%,-0.1,-2%,24%,25%,.
CC(C)NC(=S)N1CCN(C(c2ccccc2)c2ccccc2)CC1,-6%,-8%,-2%,6%,0.3,-2%,-5%,-3%,-2%[57.1 µM]

# The final 2 compounds of the part above open the next one.
SMILES,POLK inh,Anesthetic bind,BLM helicase inh,12-LOX inh,TRHR ag,ERG Ets-DNA blk,POLI inh,APEX1 inh,Pol beta inh
CNc1snc(C)c1C(=O)OCC(=O)c1ccc(OC)c(F)c1,2%,.,.,-15%,-0.1,-2%,24%,25%,.
CC(C)NC(=S)N1CCN(C(c2ccccc2)c2ccccc2)CC1,-6%,-8%,-2%,6%,0.3,-2%,-5%,-3%,-2%[57.1 µM]
Cc1ccccc1CNCCSc1nnnn1-c1ccccc1,-18%,-11%,2%,-15%,-1.0,-4%,?,.,6%
COc1ccc(/C=C(\NC(=O)c2cccs2)C(=O)Nc2ccccc2C)cc1OC,3%,-20%,-1%,-1%,0.2,6%,21%,-3%,0%
N#Cc1nc(-c2ccccc2Cl)oc1N1CCOCC1,-3%,-7%,1%,-5%&-8%,-0.1,.,-22%,-6%,0%
Cc1ccc(NC(=S)Nc2nc(CC(=O)Nc3ccccc3)cs2)cc1,?,5%,-5%,?,.,2%,12%,-1%,19%
CC1CC2=C(NC(=S)NC2c2ccccc2F)/C(=C/c2ccccc2F)C1 (configuration not stated),-21%,-12%,-11%,35µM*,1.4,-12%,-9%,2%,-10%
COc1ccc(/C=N/c2nc3ccccc3n2C)cc1OC,1%,-11%,-2%,21%,-0.1,.,19%,11%,79µM*
N/C(=N\c1nc2c(c(=O)[nH]1)CCCC2)Nc1ccccc1Sc1ccccc1,-6%,-17%,-2%,3%,0.3,0%,22%,4%,13%
O=C1CCC(C(=O)Nc2cccc(S(=O)(=O)Nc3ccccc3F)c2)=NN1,-14%,.,.,32µM*,.,1%,38%[activator],27%,.
CCOc1ccc(OCC(=O)Nc2c3c(nn2C(C)(C)C)CS(=O)(=O)C3)cc1,-13%,-1%,-1%,-2%,-0.1,-3%,24%,-16%,-1%
Cc1cc(S(=O)(=O)C(CNC(=O)c2ccc(F)c(F)c2)c2cccs2)ccc1F (configuration not stated),-5%[60.1 µM],2%,-2%,-12%,0.5,-4%,6%,.,0%
O=C(NC1CCCCC1)c1ccc(N2CCOCC2)c([N+](=O)[O-])c1,8%,-18%,-9%,10%,0.3,-17%,1%,7%,2%
CN(C)CCNC(=O)c1sc2cccc(F)c2c1Cl,-4%,-10%,54%[activator],-11%,0.6,3%,28%,0%,0%
CSc1nc(O)c(C(c2ccc(O)cc2)c2c(O)nc(SC)[nH]c2=O)c(=O)[nH]1,-2%,-8%,-9%,?,1.0,-7%,?,14%,-19%
Cc1ccc(C)c2c(SC(C)C(=O)NCc3ccco3)nc(-c3ccccc3)nc12 (configuration not stated),3%,-13%,-10%,8%,-3.2,4%,8%,9%,-28%
COC(=O)C1CCCN1C(C(=O)NC1CCCCC1)c1ccc(Cl)cc1 (configuration not stated),1%,-11%,-1%,?,0.1,4%,-24%,-1%,0%
O=C(O)c1sccc1Oc1ccc(NS(=O)(=O)c2cccc(F)c2)cc1,-9%,9%,0%,3%,-2.1,-1%,13%,-3%,3%
O=C(N/N=C/c1ccco1)c1cnccn1,-6%,-8%,2%,24%,0.1,.,?,-3%,?
CC1CCN(c2ccc3nnc(CCC(=O)NCCCOC(C)C)n3n2)CC1,2%,4%,1%,-22%,-1.4,-6%,24%,-16%,1%
Cc1ccc(C)c(NC(=O)CCC(=O)N/N=C2/CC(=O)CC(C)(C)C2)c1,-4%,-6%,0%,-14%,0.2,-1%,10%,2%,-16%
COC(=O)c1cc(S(=O)(=O)NCCc2ccc(SC)cc2)c[nH]1,-4%,-9%,-1%,5%,-0.4,-1%,77%[activator],9%,83%
N/C(=N\c1nc2c(c(=O)[nH]1)CCC2)Nc1ccccc1,4%,-2%,0%,8%,-0.1,6%,43%[activator],0%,3%
NS(=O)(=O)c1cccnc1Nc1ccc(Cl)c(Cl)c1,-6%,8.9µM*,-7%,-15%,0.5,17%,14%,0%,-10%
Cc1cc(=O)oc2cc(OCC(=O)N3CCCC(C)C3)ccc12 (configuration not stated),7%,-20%,-2%,27%,0.3,4%,11%,-5%,21%
O=S(=O)(c1ccccc1)c1nnn2c1nc(NC1CCCCCC1)c1sccc12,-3%,1%,-1%,-6%,0.5,-2%,29%,.,-14%
CC(=O)c1cccc(NC(=O)N2CCC(C(=O)c3ccc(F)cc3)CC2)c1,1%,-7%,-4%,0%,0.0,-2%,20%,77%[activator],-13%
COc1ccc(C(=O)CCS(=O)(=O)c2ccc(C)cc2)cc1OC,-12%,-13%,1%,-64%,-0.4,-3%,?,32%,-1%
C[N+]1(CC(=O)OCCCc2ccccc2)CCOCC1,0%,-2%,-4%,?,-0.1,11%,7%,4%,13%
CN(C)c1ccc(C=NNc2nc3c([nH]2)c(=O)n(C)c(=O)n3C)cc1,-13%,.,.,8%,.,10%,23%,.,.
CN(C)S(=O)(=O)c1ccc(C(=O)NCCSc2c(-c3ccc(Cl)cc3)[nH]c3ccccc23)cc1,11%,-7%,-6%,-3%,0.1,1%,10%,.,6%
COc1ccc(-c2nnnn2-c2ccccc2OC)cc1,0%,-5%,-6%,-18%,0.2,-7%,-2%,-5%,2%
CCc1ccc(NC(=O)c2ccc(Cn3cc([N+](=O)[O-])cn3)cc2)cc1,-15%,-15%,-3%,8%,1.8,-2%,1%,-5%,12%
Cc1ccc(N=Cc2c(O)n(-c3nccs3)c(=O)c3ccccc23)cc1,0%,10%,1%,?,-0.7,-11%,12%,9%,?
O=C(O)c1cccc(NC(=O)c2cccc(S(=O)(=O)N3CCc4ccccc43)c2)c1,-21%,2%,3%,-5%,-0.5,-3%,31%[activator],-8%,3%
CCN1CCN(C(=O)CCc2nnc3ccc(N4CCC5(CC4)OCCO5)nn23)CC1,-1%,7%,-2%,4%,0.0,2%,7%,45%,25%
O=C(COc1ccc(-c2nnco2)cc1)NC1CCS(=O)(=O)C1 (configuration not stated),0%,.,.,11%,.,3%,-26%,47%[activator],.
Cc1cccc(N2CCN(S(=O)(=O)c3ccc(F)c(C(=O)Nc4ccc(C(C)C)cc4)c3)CC2)c1C,-4%[60.1 µM],-1%,-6%,2%,0.3,4%,34%[activator],.,-2%
COc1cc(O)c(C(=O)c2ccccc2)cc1S(=O)(=O)O,-6%[60.1 µM],-3%,2%,?,.,.,.,2%,.
